Screens deposited in PubChem BioAssay by Broad Institute.
CAL PDZ FP-1: blocks peptide binding to the human CAL PDZ domain; purified CAL PDZ, TMR-peptide fluorescence polarization, 1 h; inhibition, % at 24.9 µM; 0.92% of 300,000 active; AID 602252;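 active means mean inhibition of at least 30% with at least half of replicates also reaching 30%; inconclusive means no clear call, values can overlap the other calls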;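 further: 0% = DMSO neutral control and 100% = excess unlabeled competitor peptide PRC23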
PvdQ acylase: blocks Pseudomonas aeruginosa PvdQ acylase activity. purified PvdQ acylase, fluorescence plate reader. inhibition, % at 10 µM. 0.063% of 340,000 active; in the data active means inhibition above about 30%, passing the limit was not always enough; inconclusive means no clear call, values can overlap the other calls;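 further: 0% = vehicle neutral wells and 100% = reference inhibitor wells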
MITF act: MITF TRPM1 promoter activation in melanoma cells. SK-MEL-5 TRPM1-promoter luciferase, 24 h; % of positive control, neutral wells = 0. activation, % at 12.5 µM. 0.75% of 300,000 active;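 active means mean activation of at least 80% with every replicate also reaching 80%; inconclusive means mean reaches 80% but some replicate falls short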;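 further: 0% = neutral control wells and 100% = parthenolide positive control wells; values of inactives mirror those of a sister screen read the other way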
Rtt109 HAT inh: blocks Candida albicans Rtt109/Vps75 acetyltransferase activity | Q5AAJ8 | purified Rtt109/Vps75, ThioGlo CoA-SH fluorescence, 4 h | inhibition, % at 34.9 µM | 0.16% of 330,000 active | AID 540336;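 active means inhibition of at least 50% in every replicate; inconclusive means best replicate reaches 50% inhibition but some replicates fall short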
SR-BI DiI-HDL act: activators of SR-BI mediated HDL lipid uptake; activation, % at 12.5 µM; AID 504775; 0.096% of 320,000 active; CHO ldlA[mSR-BI] cells, DiI-HDL uptake fluorescence, 3 h; 100 = double the neutral-control signal;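 active means mean replicate activation of at least 60% and every replicate at or above 60%; inconclusive means mean or all-replicate condition met, but not both; inactive means mean below 60% and not all replicates reaching 60%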;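 further: 0% = median plate neutral-control signal and 100% = twice that signal; values of inactives mirror those of a sister screen read the other way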
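Material: SR-BI-overexpressing, LDLR-lacking CHO cells; schedule: compound exposure 3 h, 37 °C; reagent: DiI-labelled HDL at 10 µg/mL final; technique: bottom-read fluorescence, 550/595 nm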
dFosB act: enhances mouse delta FosB homodimer DNA binding; P13346; purified delta FosB, TAMRA-CDK5 oligo fluorescence polarization; percent of positive-control signal above neutral wells; activation, % at 25 µM; 0.99% of 340,000 active;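 active means mean activation above about 17%, with every replicate also reaching it, limit read from the data, passing the limit was not always enough; inconclusive means only one of the two conditions met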;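 further: fluorescence polarization rise as delta FosB binds a TAMRA Cdk5 AP-1 oligo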
NSD2 inh: blocks human histone methyltransferase NSD2 | O96028 | NSD2 peptide methylation, AlphaScreen, 120 min | inhibition, % at 12.5 µM | 0.54% of 310,000 active; in the data active means inhibition above about 50%
Target sequence (O96028 whole entry, looked up): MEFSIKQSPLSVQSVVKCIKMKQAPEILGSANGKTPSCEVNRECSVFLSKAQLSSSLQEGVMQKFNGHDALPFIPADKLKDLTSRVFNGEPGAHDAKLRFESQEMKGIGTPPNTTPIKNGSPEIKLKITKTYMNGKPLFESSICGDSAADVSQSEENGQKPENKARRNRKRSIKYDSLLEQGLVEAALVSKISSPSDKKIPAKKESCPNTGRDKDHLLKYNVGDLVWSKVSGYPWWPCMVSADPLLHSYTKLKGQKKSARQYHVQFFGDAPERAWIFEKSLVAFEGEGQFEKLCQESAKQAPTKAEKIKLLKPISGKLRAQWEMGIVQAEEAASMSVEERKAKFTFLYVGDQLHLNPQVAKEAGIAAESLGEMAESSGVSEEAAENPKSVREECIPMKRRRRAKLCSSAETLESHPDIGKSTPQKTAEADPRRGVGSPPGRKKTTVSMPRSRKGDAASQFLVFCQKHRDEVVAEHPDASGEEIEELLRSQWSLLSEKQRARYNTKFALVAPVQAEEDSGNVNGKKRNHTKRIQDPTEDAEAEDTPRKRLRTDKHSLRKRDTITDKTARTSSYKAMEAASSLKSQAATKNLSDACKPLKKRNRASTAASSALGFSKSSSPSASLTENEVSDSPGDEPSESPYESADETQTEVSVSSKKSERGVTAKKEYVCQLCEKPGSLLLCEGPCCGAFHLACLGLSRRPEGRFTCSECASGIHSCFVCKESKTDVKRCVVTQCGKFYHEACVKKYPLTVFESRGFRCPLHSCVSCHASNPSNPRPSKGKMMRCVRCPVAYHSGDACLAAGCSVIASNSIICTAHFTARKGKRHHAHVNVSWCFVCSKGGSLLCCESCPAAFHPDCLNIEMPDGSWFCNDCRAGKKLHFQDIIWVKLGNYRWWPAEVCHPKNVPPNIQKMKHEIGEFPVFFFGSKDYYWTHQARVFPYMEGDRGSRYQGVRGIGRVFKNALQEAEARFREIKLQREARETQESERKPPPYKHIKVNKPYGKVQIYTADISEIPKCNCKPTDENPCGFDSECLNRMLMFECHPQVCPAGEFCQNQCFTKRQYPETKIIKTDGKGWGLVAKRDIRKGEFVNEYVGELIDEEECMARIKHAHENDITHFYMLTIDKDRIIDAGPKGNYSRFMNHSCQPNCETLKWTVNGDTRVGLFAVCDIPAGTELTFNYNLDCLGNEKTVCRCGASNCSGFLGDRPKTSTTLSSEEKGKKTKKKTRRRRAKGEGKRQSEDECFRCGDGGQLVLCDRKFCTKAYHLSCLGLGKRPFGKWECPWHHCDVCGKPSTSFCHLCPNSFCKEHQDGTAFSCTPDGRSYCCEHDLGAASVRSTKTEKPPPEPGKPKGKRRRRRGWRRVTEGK
SR-BI HDL uptake: inhibitors of mouse SR-BI mediated HDL lipid uptake | ldlA[mSR-BI] CHO cells, DiI-HDL uptake fluorescence, 3 h | 0.96% of 320,000 active | inhibition, % at 12.5 µM | Q61009 | AID 488896;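 active means mean replicate inhibition of at least 70% and a set share of replicates each scoring 70 or more; inconclusive means meets just one of the two criteria; inactive means fails both criteria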;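 further: 0% = median of neutral control wells and 100% = median of positive control wells; values of inactives mirror those of a sister screen read the other way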
CAL PDZ FP-2: blocks peptide binding to human CAL PDZ domain. Q9HD26. purified CAL PDZ, TMR-peptide fluorescence polarization, 1 h. inhibition, % at 20 µM. 0.02% of 330,000 active. AID 504414;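 active means highest replicate inhibition of at least 40%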;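 further: plate controls were DMSO neutral control wells for no effect and unlabeled competitor peptide control wells for full effect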
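Assay system – tagged CAL PDZ protein CerCALP, purified · Timing – 1 h at RT · Compound – single point, 20 µM · Measured by – fluorescence polarization from S- and P-plane intensities, G-factor corrected · Evaluation – inhibition from polarization loss · Probe or stimulus – TMR reporter peptide T*-PRC34 · Buffer or medium – pH 7.4 phosphate-saline buffer, reducing agent, detergent, IgG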
PfHsp90 set2: inhibits growth of yeast expressing Plasmodium falciparum Hsp90 | S. cerevisiae expressing PfHsp90, BacTiter-Glo ATP, 48 h; yeast lacking PDR1 and PDR3 efflux regulators | inhibition, % at 9.4 µM | 0.32% of 310,000 active;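 active means every replicate shows inhibition above about 80%, whatever the replicate mean, limit read from the data; inconclusive means mean inhibition reaches the set limit but some replicate falls short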;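 further: 0% = DMSO neutral controls and 100% = 20 µM radicicol positive controls; yeast relying on Plasmodium falciparum Hsp90 in place of its own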
Active calls of the source: *; ? = inconclusive; · = no result given.

Structure	NSD2 inh	CAL PDZ FP-2	CAL PDZ FP-1	SR-BI DiI-HDL act	PvdQ acylase	Rtt109 HAT inh	MITF act	PfHsp90 set2	SR-BI HDL uptake	dFosB act
CCn1c(C)nc2cc(C(=O)OC(C(F)(F)C(F)F)C(F)(F)C(F)F)ccc21	·	-2.6	-1	29	-11	?	45	-7	-29	-19
CCn1c(=O)c(C(=O)NNC(=O)c2cccc(Cl)c2)c(O)c2ccccc21	-7	-4.5	-1	16	-20	-5	4	-11	-16	-11
C#CCOCCOCCOCCNc1nc(N2CCN(C(=O)[C@H](CCC(=O)O)n3cc(C(N)[C@H](C)CC)nn3)CC2)nc(N2CCN(C(=O)[C@H](CCC(=O)O)n3cc(C(N)[C@H](C)CC)nn3)CC2)n1 (some centres not stated)	·	1.5	-2	14	-10	8	5	-34	-14	-12
CC(NC(=O)CCC1COc2ccccc2O1)c1ccccc1 (configuration not stated)	-4	-1.1	8	14	-2	-4	3	17	-14	-4
Cc1ccc(C(=O)/C=C/Nc2ccc(S(=O)(=O)Nc3cc(C)nc(C)n3)cc2)cc1	3	-3.0	5	-8	0	-3	11	-24	8	-4
Cc1nnc(NC(=O)c2ccc3c(c2)C(=O)N(CC2CCCO2)C3=O)s1 (configuration not stated)	-3	-1.6	-9	26	-2	1	9	11	-26	4
Cc1ccc(C(C)CCN2CCC(n3nccc3NC(=O)c3ccccc3)CC2)o1 (configuration not stated)	1	-5.9	-5	14	-15	-7	4	-24	-14	-8
N#C/C(=C\C1=C(N2CCOCC2)C(=C/c2cccc([N+](=O)[O-])c2)/CC1)C(=O)Nc1ccccc1F	1	-3.1	-2	-56	-5	-5	0	11	56	-108
COc1ccc(C(CNC(=O)c2ccc(S(=O)(=O)N(C)C)cc2)N(C)C)cc1 (configuration not stated)	0	-0.7	1	17	-8	-7	14	22	-17	-2
CCC(C(=O)OCC(=O)Nc1cccc(OC)c1)c1ccccc1 (configuration not stated)	-10	-1.3	-1	-22	-8	-3	-5	12	22	-2
CC(C(=O)Nc1ccc(F)c(F)c1F)N(C)CCOc1ccccc1 (configuration not stated)	-6	-1.8	2	-1	-5	-2	-4	-7	1	-5
O=C(Oc1c(-c2ccccc2)c(=O)n2c3c(cccc13)CC2)c1ccc(F)cc1	2	-0.7	8	17	-18	8	·	43	-17	-6
COc1ccc(S(=O)(=O)N2CCc3ccccc32)cc1C(=O)Nc1ccc(NC(C)=O)cc1	-4	-1.1	·	-36	-6	-4	-7	-29	36	-8
COc1ccc(-c2cn(-c3ccc(Cl)cc3)c3[n+]2CCCCC3)cc1	-1	0.2	2	0	-13	3	·	0	0	-6
O=C(C1CCC1)N1CCN(c2cccc(C(F)(F)F)c2)CC1	-3	-4.4	-5	-13	-8	3	·	-18	13	-9
CC(NC(=O)c1cc(COc2ccccc2)on1)c1nccs1 (configuration not stated)	-3	-1.9	3	10	-3	-9	97*	15	-10	-2
COC(=O)Nc1sc(C(=O)N(C)C)c(C)c1C(=O)OC	-3	-0.9	-2	-9	-11	-14	-10	5	9	-2
COc1ccc(NC(=O)CN(C)C(=O)CNC(=O)Cc2cccc3ccccc23)cc1	-3	-2.0	-4	-15	-12	-9	-4	-12	15	-12
Cc1ccc(NC(=O)COC(=O)c2cccnc2)cc1	0	-2.3	1	4	-5	7	7	·	-4	-2
Cc1c(CCC(=O)O)c(=O)oc2cc(OCc3cccc(Cl)c3)ccc12	-1	-1.9	-5	17	7	-2	-7	5	-17	-6
Cc1ccc(C(C(=O)NC2CCCC2)N(C(=O)c2csnn2)c2ccccc2)o1 (configuration not stated)	-3	-3.1	0	-3	-6	0	-15	-9	3	-2
O=c1cc(CSc2ccc(Cl)cc2)nc(N2CCCCC2)[nH]1	5	-0.7	-2	-19	2	3	·	·	19	2
Cc1c(-c2ccccc2)nc2ccccc2c1C(=O)Nc1ccncc1	0	-0.5	·	-6	-6	1	4	7	6	-3
Cc1cc(C)nc(N(C#N)S(=O)(=O)c2ccccc2Cl)n1	-9	-0.1	0	15	-24	-5	-4	28	-15	1
Cc1onc(-c2ccccc2)c1C(=O)NNC(=S)NC(=O)/C=C/c1ccccc1	-2	-1.5	1	22	11	13	4	1	-22	4
CN1CCc2c(sc(/N=C/c3ccco3)c2C(N)=O)C1	4	-0.1	-1	27	-11	-38	4	-10	-27	-8
COc1ccc(OC)c(NC(=O)CSc2nnc(C3CCCCC3)n2-c2ccccc2)c1	9	-1.4	-4	-5	4	13	-19	-3	5	-9
COc1ccc(S(=O)(=O)N(CC(=O)NCc2cccnc2)C2CCCCC2)cc1OC	·	0.3	-4	8	-4	-7	-1	-44	-8	2
Cc1cccc(-c2ocnc2C(=O)Nc2ccccc2C(=O)N2CCCC2)c1	-2	-3.2	-5	·	-10	4	·	-58	·	0
Oc1ccc(C=NC2CCCCC2)cc1	-2	0.8	-4	7	-2	-6	·	15	-7	-5
O=C(NCC1CCCO1)c1cc(-c2ccccc2)nc2ccccc12 (configuration not stated)	-5	0.0	4	-29	-5	10	-4	-12	29	-4
CCN1CCN(c2ncc(C(=O)Nc3ccccc3C(=O)OC)c3ccccc23)CC1	20	-1.9	2	-12	5	-4	21	-3	12	-26
Cn1c(SCC(=O)C(C)(C)C)nnc1-c1cccnc1	-1	0.3	1	1	8	-2	0	3	-1	-2
COc1ccc(S(=O)(=O)N2CCCCCC2)cc1C(=O)NCc1ccccc1Cl	-4	-1.6	4	-21	7	0	3	8	21	-8
O=C(O)/C=C\C(=O)Nc1ccc(N2CCN(c3ccc(F)cc3)CC2)cc1	2	0.1	-1	-22	1	0	5	9	22	-3
CC1CCCCN1C(=O)Cc1ccc(F)cc1 (configuration not stated)	-2	-3.7	·	-2	-7	1	·	·	2	1
O=C(CSc1ccc(-c2cccs2)nn1)Nc1ccccc1F	-3	-0.4	1	-4	-2	-1	6	·	4	-13
COc1ccccc1CN(C)C(=O)c1cccc(S(=O)(=O)N2CCCc3ccccc32)c1	3	-0.6	0	-64	0	0	-9	31	64	-7
CC(=O)c1c(N)c(C#N)c(C)n1-c1ccc(Br)cc1	-1	·	-4	-6	2	1	9	0	6	0
CCCN(Cc1ccc(C)cc1)C(=O)c1ccc(CNS(=O)(=O)c2ccc(C(C)=O)cc2)cc1	0	-1.4	-1	-31	7	8	?	-6	31	-9
Cc1ccc(-c2nnc(Nc3cccc(O)c3)c3ccccc23)cc1S(=O)(=O)NCCO	1	-2.2	-14	-4	-3	-5	·	-2	4	-7
CCN(CC)C(=O)C(=O)N/N=C/c1ccc(C(=O)OC)cc1	-2	0.9	-2	18	-15	-1	-1	-4	-18	-3
O=c1c2[nH]c3ccccc3c2ncn1Cc1ccccn1	0	·	-7	21	-1	5	-1	1	-21	4
CCCCOc1ccc(Cl)cc1CSc1nnc(CC)n1N	2	-1.8	-4	-37	-6	4	6	16	37	-4
O=C(NC(=O)c1ccncc1)NC(c1ccccc1)c1ccccc1	0	0.1	0	4	-4	8	3	-9	-4	-1
O=C(O)Cn1c(=O)n(Cc2ccccc2)c2ccccc21	0	0.6	-3	35	0	-7	·	3	-35	5
Cc1c(OCC(=O)NCc2ccccn2)ccc2c3c(c(=O)oc12)CCCC3	0	-3.0	-4	2	-14	16	24	4	-2	-23
O=C(O)C1=NN(c2ccccc2)C(=O)CC1	-3	-0.1	1	14	-13	2	·	-15	-14	0
O=C(c1ccc(NS(=O)(=O)c2cccc3cccnc23)cc1)N1CCOCC1	1	·	-3	14	0	1	5	-8	-14	-2
CC1CCCC(C)N1/N=C/c1ccccc1OC(F)F (configuration not stated)	-4	0.2	-4	-9	-9	·	3	-25	9	4
CC1CC(=S)Nc2ccccc2N1Cc1ccccc1 (configuration not stated)	8	-0.2	-1	-21	12	-2	3	28	21	-4
Cc1cccc(OCCCCc2c(C)n[nH]c2C)c1	0	-0.1	-1	7	-9	11	-1	-3	-7	-2
CC(C(=O)N1CCc2ccccc2C1)N1C(=O)c2ccccc2C1=O (configuration not stated)	-1	-1.4	·	25	-17	4	-8	-11	-25	-7
COCCNC(=O)C(OC(=O)CC1Sc2ccccc2NC1=O)c1ccncc1 (configuration not stated)	-2	-2.9	-1	18	4	3	-10	-6	-18	-3
O=C(CN1CCN(S(=O)(=O)c2ccc(Br)cc2)CC1)c1ccc(O)c(O)c1	80*	-1.8	-1	8	11	7	-10	8	-8	-8
O=C(CCc1c[nH]c2ccccc12)OCC(=O)N1CCN(S(=O)(=O)c2ccccc2)CC1	-2	0.8	0	18	-5	3	-1	·	-18	6
CN=C1SC(CC(=O)Nc2sc3c(c2C#N)CCCC3)C(=O)N1C (configuration not stated)	0	0.7	-1	-58	-9	9	10	-2	58	-10
CCN1CCN(CCCNC(=O)c2ccc3c(Cl)c4c(nc3c2)CCCC4)CC1	8	-4.8	-7	-5	-5	-11	-91	17	5	-36
O=C1CSC(=S)N1c1cccc(Br)c1	0	-1.0	-4	4	12	7	-13	-9	-4	0
O=C(N(c1ccccc1)c1ccccc1)n1ccnc1	-2	-0.4	·	5	-13	-2	-10	·	-5	-2

Carrying on:
Structure	NSD2 inh	CAL PDZ FP-2	CAL PDZ FP-1	SR-BI DiI-HDL act	PvdQ acylase	Rtt109 HAT inh	MITF act	PfHsp90 set2	SR-BI HDL uptake	dFosB act
Cc1nc(N)sc1N=Nc1ccc(F)cc1	3	-2.6	-1	-28	1	29	?	4	28	0
COc1cccc2cc(C(=O)N3CCN(C(=O)c4ccco4)CC3)c(=O)oc12	34	·	10	45	-21	-15	3	-4	-45	5
COc1cc(NC(=O)c2cccc(Br)c2)nc(OC)n1	-11	-1.8	-5	-41	-5	-6	44	-20	41	-9
CC(=O)OCC(=O)[C@H]1CC[C@H]2[C@@H]3CCC4=CC(=O)CC[C@]4(C)[C@H]3CC[C@]12C	·	-1.0	-4	10	-11	5	-6	-2	22	-11

An excerpt from above in order of the SR-BI DiI-HDL act value, ascending:
Structure	NSD2 inh	CAL PDZ FP-2	CAL PDZ FP-1	SR-BI DiI-HDL act	PvdQ acylase	Rtt109 HAT inh	MITF act	PfHsp90 set2	SR-BI HDL uptake	dFosB act
COc1cc(NC(=O)c2cccc(Br)c2)nc(OC)n1	-11	-1.8	-5	-41	-5	-6	44	-20	41	-9
Cc1nc(N)sc1N=Nc1ccc(F)cc1	3	-2.6	-1	-28	1	29	?	4	28	0
COc1cccc2cc(C(=O)N3CCN(C(=O)c4ccco4)CC3)c(=O)oc12	34	·	10	45	-21	-15	3	-4	-45	5
